NSD2 HMT inh: NSD2 histone methyltransferase inhibitors, primary screen, biochemical, AlphaScreen, single concentration, set 2 | NSD2 peptide methylation, 120 min | Histone-lysine N-methyltransferase NSD2 (Homo sapiens), O96028 | 310,000 tested, 0.54% active | AID 743445, 2014 | inhibition, % at 12.5 µM; in the data active = inhibition above about 50%
Keap1-Nrf2 PPI: Keap1-Nrf2 protein-protein interaction inhibitors, primary screen, biochemical, fluorescence polarization, single point; Keap1 Kelch-Nrf2 peptide fluorescence polarization, 1536-well; inhibition, % at 9.4 µM; 340,000 tested, 0.15% active; AID 504523, 2011; in the data active = inhibition above about 12%;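 note: human Keap1 Kelch domain with fluorescein labeled Nrf2 9mer peptide probe; 0% = neutral control wells and 100% = peptide positive control; higher means more block of Keap1 binding to Nrf2 peptide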
Target sequence (Q14145 whole entry, looked up, the tested form may be a part): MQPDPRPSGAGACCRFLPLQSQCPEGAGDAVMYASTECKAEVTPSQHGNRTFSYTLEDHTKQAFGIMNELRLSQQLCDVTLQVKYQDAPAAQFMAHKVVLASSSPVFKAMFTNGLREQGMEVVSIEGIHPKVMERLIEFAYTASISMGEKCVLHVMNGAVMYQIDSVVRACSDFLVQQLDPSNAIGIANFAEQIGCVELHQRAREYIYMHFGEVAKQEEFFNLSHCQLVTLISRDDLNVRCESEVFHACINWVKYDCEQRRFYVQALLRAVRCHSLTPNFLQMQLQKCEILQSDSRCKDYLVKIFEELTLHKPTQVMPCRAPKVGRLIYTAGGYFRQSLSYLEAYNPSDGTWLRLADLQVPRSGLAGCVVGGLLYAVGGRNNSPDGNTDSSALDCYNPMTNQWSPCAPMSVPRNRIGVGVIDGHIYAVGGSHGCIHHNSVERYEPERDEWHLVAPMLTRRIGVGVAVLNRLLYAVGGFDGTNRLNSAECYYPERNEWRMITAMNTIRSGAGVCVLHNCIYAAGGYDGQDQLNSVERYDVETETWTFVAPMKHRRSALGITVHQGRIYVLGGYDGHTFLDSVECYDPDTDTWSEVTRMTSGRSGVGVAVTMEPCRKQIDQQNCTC
LANA DNA inh: inhibitors of KSHV C-LANA binding to DNA, primary screen, biochemical, fluorescence polarization, FAM-LBS DNA, MBP-C-LANA, single point | Kaposi's sarcoma herpesvirus LANA C-terminal domain (residues 932-1162) DNA binding | inhibition, % at 9 µM | 340,000 tested, 0.078% active;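 active = highest replicate inhibition at or above 60% at 9 µM, even if other replicates fall short; inactive = all replicates below 60% inhibition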;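 note: 0% = neutral control wells and 100% = 4 µM acridine orange control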
DAGLB inhibitor: DAGLB lipase inhibitors, primary screen, biochemical, fluorescence, HTS; inhibition, % at 5.17 µM; Diacylglycerol lipase-beta (Homo sapiens), Q8NCG7; HEK293T DAGLB membrane lysate, EnzChek fluorogenic substrate; AID 504411, 2011; 340,000 tested, 0.059% active; in the data active = inhibition above about 34%;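 note: 0% = enzyme with vehicle and 100% = wells lacking enzyme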
SR-BI DiI-HDL act: activators of SR-BI mediated DiI-HDL uptake, primary screen, ldlA[mSR-BI] CHO cells, DiI fluorescence. 3 h; 100 = double the neutral-control signal. activation, % at 12.5 µM. 320,000 tested, 0.096% active;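 active = mean replicate activation of at least 60% and every replicate at or above 60%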;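 note: 0% = median plate neutral-control signal and 100% = twice that signal; values of inactives mirror those of a sister screen read the other way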
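material = CHO ldlA[mSR-BI] cells | medium = Ham's F12 with 0.5% BSA, HEPES 25 mM, pH 7.4 | reagent = fluorescent DiI-HDL, 10 µg/mL final | compound dosing = single-point compound dose | incubation = 3 h, 37 °C | measured by = bottom-read fluorescence, 550/595 nm | measure = HDL uptake via cellular fluorescence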
Arrestin-AP2 inh: inhibitors of beta-arrestin/AP2 binding, primary screen, biochemical, GPCR trafficking, flow cytometry. beta-arrestin 1 C-terminal peptide binding to AP2 beta2-adaptin appendage (human). FITC-arrestin peptide / GST-AP2 beads; AP2 beta2 appendage carries R879A mutation. 340,000 tested, 0.31% active. inhibition, % at 10 µM. AID 504490, 2011;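 active = inhibition above a set limit, near 3 SD of compounds lacking own fluorescence, cut at about 54% in these data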;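 note: plate controls were DMSO wells for no effect and 5 µM unlabelled arrestin peptide for full effect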
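System: GST-AP2 R879A glutathione beads. Medium: PBS with 0.05% Tween 20 and 0.1% BSA. Also added: FITC-arrestin peptide, 50 nM. Incubation: 12 min plus 1 h, RT. Measured by: high-throughput flow cytometry of beads, ex 488, em 535 nm. Evaluation: percent drop in bead-associated FITC signal.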
PvdQ inh: P. aeruginosa PvdQ acylase inhibitors, primary screen, biochemical, fluorescence, plate reader and imaging, single point. 340,000 tested, 0.063% active. PvdQ acylase [Pseudomonas aeruginosa LESB58]. purified PvdQ acylase. AID 488965, 2010. inhibition, % at 10 µM; in the data active = inhibition above about 30%, passing the limit was not always enough;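 note: 0% = vehicle neutral wells and 100% = reference inhibitor wells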
SR-BI HDL uptake: inhibitors of SR-BI mediated HDL lipid uptake, primary screen, ldlA[mSR-BI] cells, fluorescence, single point; Scavenger receptor class B member 1 (Mus musculus), Q61009; inhibition, % at 12.5 µM; 320,000 tested, 0.96% active; ldlA[mSR-BI] CHO cells, DiI-HDL uptake fluorescence, 3 h; AID 488896, 2010;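 active = mean replicate inhibition of at least 70% and a set share of replicates each scoring 70 or more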;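 note: 0% = median of neutral control wells and 100% = median of positive control wells; values of inactives mirror those of a sister screen read the other way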
PKA-R2B act: activators of PKA-R2B holoenzyme, primary screen, biochemical, fluorescence polarization, Cy5-IP20, human; 340,000 tested, 0.079% active; cAMP-dependent protein kinase catalytic subunit beta (Homo sapiens) + cAMP-dependent …; activation, % at 11.4 µM; PKA-R2B holoenzyme dissociation; R2B truncated from residue 108, S112A mutant; 0% DMSO only, 100% 113 µM cGMP; AID 504700, 2011;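 active = activation above a cutoff set at the mean over all compounds plus 3 SD, cut at about 18% in these data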;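 note: higher means more holoenzyme dissociation and a rise in polarization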
Target sequence (P31323 whole entry, looked up, other chains not shown, the tested form may be a part): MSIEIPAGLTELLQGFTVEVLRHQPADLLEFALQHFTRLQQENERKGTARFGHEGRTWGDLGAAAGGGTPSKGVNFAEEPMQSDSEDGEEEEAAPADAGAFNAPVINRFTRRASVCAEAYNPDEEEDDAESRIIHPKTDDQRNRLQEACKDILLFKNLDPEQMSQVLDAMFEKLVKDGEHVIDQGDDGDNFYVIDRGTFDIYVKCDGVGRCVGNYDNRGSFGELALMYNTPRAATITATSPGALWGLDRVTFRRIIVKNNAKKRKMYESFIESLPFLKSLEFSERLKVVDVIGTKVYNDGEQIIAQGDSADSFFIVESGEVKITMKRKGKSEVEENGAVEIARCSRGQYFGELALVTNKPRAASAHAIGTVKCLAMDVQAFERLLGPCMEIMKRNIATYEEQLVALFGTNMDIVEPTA
Cardiac RTF inh: cardiac RTF calcium sensitivity inhibitors, primary screen, biochemical, IANBD-TnC fluorescence, EC70 calcium. inhibition, % at 7.15 µM. Troponin I, cardiac muscle (Homo sapiens) + Troponin T, cardiac muscle (Homo sapiens) + …. IANBD-labeled cardiac RTF, Ca2+ fluorescence. 340,000 tested, 0.12% active;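 active = inhibition above the mean inhibition of all tested compounds plus 3 SD, cut at about 17% in these data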;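 note: assay run at fixed EC70 calcium of 1.6 mM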
* marks the source's active call; other numbers are inactive results.

Results for CC(C)CC(C(=O)NC(C)(C)C)N(Cc1cccs1)C(=O)c1snc(C(N)=O)c1N (configuration not stated) ?
NSD2 HMT inh: -1; Keap1-Nrf2 PPI: 3; LANA DNA inh: -2.4; DAGLB inhibitor: 0; SR-BI DiI-HDL act: 17; Arrestin-AP2 inh: 12; PvdQ inh: -5; SR-BI HDL uptake: -17; PKA-R2B act: 4; Cardiac RTF inh: -3

Results for COc1cccc(C2NC(=O)c3ccccc3O2)c1OC (configuration not stated) ?
NSD2 HMT inh: 3; Keap1-Nrf2 PPI: -1; LANA DNA inh: 1.4; DAGLB inhibitor: 1; SR-BI DiI-HDL act: 2; Arrestin-AP2 inh: 7; PvdQ inh: -5; SR-BI HDL uptake: -2; PKA-R2B act: 9; Cardiac RTF inh: 3

How did Cc1nc(SCc2cccc(F)c2)[nH]c(=O)c1C#N do in these assays?
NSD2 HMT inh: -7; Keap1-Nrf2 PPI: 1; LANA DNA inh: 2.0; DAGLB inhibitor: 4; SR-BI DiI-HDL act: 10; Arrestin-AP2 inh: 1; PvdQ inh: -6; SR-BI HDL uptake: -10; PKA-R2B act: 5; Cardiac RTF inh: -6

Results for COc1ccc(CCNC(=O)COC(=O)c2ccc(Br)o2)cc1OC ?
NSD2 HMT inh: 7; Keap1-Nrf2 PPI: -3; LANA DNA inh: 0.1; DAGLB inhibitor: 0; SR-BI DiI-HDL act: 28; Arrestin-AP2 inh: 2; PvdQ inh: -13; SR-BI HDL uptake: -28; PKA-R2B act: 0; Cardiac RTF inh: -5

Results for O=C(CSc1ccccc1)Nc1ccc(-c2nc3ccccc3[nH]2)cc1 ?
NSD2 HMT inh: -1; Keap1-Nrf2 PPI: -7; LANA DNA inh: -1.9; DAGLB inhibitor: -6; SR-BI DiI-HDL act: 3; Arrestin-AP2 inh: 0; PvdQ inh: -11; SR-BI HDL uptake: -3; PKA-R2B act: -1; Cardiac RTF inh: -8

How did COCC1CCN(C(=O)C2CCC(=O)N(Cc3ccc(Cl)cc3)C2)CC1 (configuration not stated) do in these assays?
NSD2 HMT inh: 0; Keap1-Nrf2 PPI: 3; LANA DNA inh: 0.4; DAGLB inhibitor: -1; SR-BI DiI-HDL act: 14; Arrestin-AP2 inh: -18; PvdQ inh: -8; SR-BI HDL uptake: -14; PKA-R2B act: -2; Cardiac RTF inh: -5

How did Cn1c(COc2ccc([N+](=O)[O-])cc2)nnc1SCC(N)=O do in these assays?
NSD2 HMT inh: -3; Keap1-Nrf2 PPI: 2; LANA DNA inh: 0.9; DAGLB inhibitor: -1; Arrestin-AP2 inh: 1; PvdQ inh: -13; PKA-R2B act: -5; Cardiac RTF inh: 7

What do the screens show for `Cc1cc(C)c(OCC(=O)Nc2cccc(O)c2)cc1C`?
NSD2 HMT inh: -2; Keap1-Nrf2 PPI: 1; LANA DNA inh: 0.1; DAGLB inhibitor: -6; SR-BI DiI-HDL act: 20; Arrestin-AP2 inh: 3; PvdQ inh: -5; SR-BI HDL uptake: -20; PKA-R2B act: 0; Cardiac RTF inh: -12

Results for O=S(=O)(NCC1CCCO1)c1cnc(Cl)c(Cl)c1 (configuration not stated) ?
NSD2 HMT inh: -1; Keap1-Nrf2 PPI: -6; LANA DNA inh: 0.2; DAGLB inhibitor: -1; SR-BI DiI-HDL act: 12; Arrestin-AP2 inh: 8; PvdQ inh: 15; SR-BI HDL uptake: -12; PKA-R2B act: -5; Cardiac RTF inh: -8

What do the screens show for `COc1cc(/C=N/Nc2ccc(Cl)nn2)cc(OC)c1O`?
NSD2 HMT inh: 3; Keap1-Nrf2 PPI: 1; LANA DNA inh: -4.1; DAGLB inhibitor: 2; SR-BI DiI-HDL act: -4; Arrestin-AP2 inh: 41; PvdQ inh: 1; SR-BI HDL uptake: 4; PKA-R2B act: -8; Cardiac RTF inh: -7

Results for CN(C)C(=S)Nc1ccc(Br)cc1Cl ?
NSD2 HMT inh: 0; Keap1-Nrf2 PPI: 2; LANA DNA inh: -2.5; DAGLB inhibitor: 0; SR-BI DiI-HDL act: 17; Arrestin-AP2 inh: 3; PvdQ inh: 6; SR-BI HDL uptake: -17; PKA-R2B act: 1; Cardiac RTF inh: -2

What do the screens show for `COCc1nnc(NC(=O)CC(c2ccccc2)c2ccccc2)s1`?
NSD2 HMT inh: -6; Keap1-Nrf2 PPI: -1; LANA DNA inh: 2.3; DAGLB inhibitor: 1; SR-BI DiI-HDL act: 5; Arrestin-AP2 inh: 5; PvdQ inh: -11; SR-BI HDL uptake: -5; PKA-R2B act: -6; Cardiac RTF inh: -5

Results for CC(=O)c1cccc(NC2c3ccccc3C(=O)N2Cc2ccco2)c1 (configuration not stated) ?
NSD2 HMT inh: 6; Keap1-Nrf2 PPI: 3; LANA DNA inh: 0.9; DAGLB inhibitor: -1; SR-BI DiI-HDL act: -5; Arrestin-AP2 inh: 11; PvdQ inh: 3; SR-BI HDL uptake: 5; PKA-R2B act: -11; Cardiac RTF inh: -6

How did COc1ccccc1OCC(=O)Nc1ccc(NC(=O)COc2ccccc2OC)cc1 do in these assays?
NSD2 HMT inh: -1; Keap1-Nrf2 PPI: 1; LANA DNA inh: 0.3; DAGLB inhibitor: -2; SR-BI DiI-HDL act: -92; Arrestin-AP2 inh: -3; PvdQ inh: 23; SR-BI HDL uptake: 92*; PKA-R2B act: 7; Cardiac RTF inh: 9

How did Cc1ccc(C(=O)Oc2ccccc2N2C(=O)C3CCCCC3C2=O)cc1 (configuration not stated) do in these assays?
NSD2 HMT inh: 0; Keap1-Nrf2 PPI: -5; LANA DNA inh: -0.8; DAGLB inhibitor: -5; SR-BI DiI-HDL act: -3; Arrestin-AP2 inh: -6; PvdQ inh: 1; SR-BI HDL uptake: 3; PKA-R2B act: -3; Cardiac RTF inh: 0

What do the screens show for `Cc1ccc(N(Cc2ccccc2)C(=O)c2ccc(F)cc2)cc1`?
NSD2 HMT inh: -3; Keap1-Nrf2 PPI: -2; LANA DNA inh: 1.3; DAGLB inhibitor: -12; SR-BI DiI-HDL act: 19; Arrestin-AP2 inh: -12; PvdQ inh: -5; SR-BI HDL uptake: -19; PKA-R2B act: 1; Cardiac RTF inh: -4

Results for COc1ccccc1C(=O)NCCC(=O)NCC1CCCO1 (configuration not stated) ?
NSD2 HMT inh: -1; Keap1-Nrf2 PPI: -4; LANA DNA inh: -1.4; DAGLB inhibitor: -2; SR-BI DiI-HDL act: 16; Arrestin-AP2 inh: 1; PvdQ inh: 2; SR-BI HDL uptake: -16; PKA-R2B act: 3; Cardiac RTF inh: -3

What do the screens show for `c1ccc(-n2c(-c3ccco3)nnc2N2CCOCC2)cc1`?
NSD2 HMT inh: 0; Keap1-Nrf2 PPI: 4; LANA DNA inh: -1.0; DAGLB inhibitor: 4; SR-BI DiI-HDL act: 16; Arrestin-AP2 inh: 17; PvdQ inh: -3; SR-BI HDL uptake: -16; PKA-R2B act: -4; Cardiac RTF inh: -10

How did Cc1ccc(C)c(OCc2cc(C(=O)NC(c3ccccn3)C(F)(F)F)no2)c1 (configuration not stated) do in these assays?
NSD2 HMT inh: -2; Keap1-Nrf2 PPI: 0; LANA DNA inh: -0.9; DAGLB inhibitor: -13; SR-BI DiI-HDL act: -3; Arrestin-AP2 inh: 12; PvdQ inh: 1; SR-BI HDL uptake: 3; PKA-R2B act: -8; Cardiac RTF inh: -2

How did Cc1ccccc1N=C1Nc2ccccc2N[C@]12C[C@H]1CCC(=O)N3CC[C@@H](C2)[C@@H]13 do in these assays?
Keap1-Nrf2 PPI: -2; LANA DNA inh: 0.2; DAGLB inhibitor: 2; SR-BI DiI-HDL act: 2; Arrestin-AP2 inh: 5; PvdQ inh: -17; SR-BI HDL uptake: -2; PKA-R2B act: -3; Cardiac RTF inh: -10

What do the screens show for `c1ccc(OCCSc2nnc3sc4ccccc4n23)cc1`?
NSD2 HMT inh: -1; Keap1-Nrf2 PPI: -3; LANA DNA inh: 0.1; DAGLB inhibitor: -5; SR-BI DiI-HDL act: -8; Arrestin-AP2 inh: -1; PvdQ inh: 1; SR-BI HDL uptake: 8; PKA-R2B act: -14; Cardiac RTF inh: -4

What do the screens show for `COc1ccc(N2CCN(C(=O)COC(=O)CCc3ccccc3)CC2)cc1`?
NSD2 HMT inh: 0; Keap1-Nrf2 PPI: -4; LANA DNA inh: 0.0; DAGLB inhibitor: -1; SR-BI DiI-HDL act: -34; Arrestin-AP2 inh: 3; PvdQ inh: -11; SR-BI HDL uptake: 34; PKA-R2B act: -2; Cardiac RTF inh: -9

What do the screens show for `O=S(=O)(c1cccs1)N1CCc2ccccc2C1`?
NSD2 HMT inh: 5; Keap1-Nrf2 PPI: 2; LANA DNA inh: 1.3; DAGLB inhibitor: -2; SR-BI DiI-HDL act: -9; Arrestin-AP2 inh: 0; PvdQ inh: -14; SR-BI HDL uptake: 9; PKA-R2B act: -3; Cardiac RTF inh: -4

Results for CCOC(=O)c1cnc(-c2ccccc2)nc1N ?
NSD2 HMT inh: -7; Keap1-Nrf2 PPI: 1; LANA DNA inh: -0.4; DAGLB inhibitor: -3; SR-BI DiI-HDL act: -18; Arrestin-AP2 inh: 7; PvdQ inh: 77*; SR-BI HDL uptake: 18; PKA-R2B act: -4; Cardiac RTF inh: -6

What do the screens show for `CC(=O)NC(CC(=O)OCc1ccc([N+](=O)[O-])cc1)c1ccccc1` (configuration not stated)?
NSD2 HMT inh: 3; Keap1-Nrf2 PPI: 0; LANA DNA inh: 0.6; DAGLB inhibitor: -1; SR-BI DiI-HDL act: 19; Arrestin-AP2 inh: 4; PvdQ inh: -1; SR-BI HDL uptake: -19; PKA-R2B act: -4; Cardiac RTF inh: -4

From PubChem BioAssay
